CRFR2-BP ag: agonists of CRF-BP/CRF-R2 complex, primary screen, cell-based, HEK293, calcium dye fluorescence, uHTS; actives 0.46% (n = 350,000); calcium dye fluorescence (FLIPR); percent of saturating CRF peptide response; CRF-binding protein / CRF receptor 2 complex (human); activation, % at 13.2 µM;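 active = activation of at least 50%, plus an integration ratio under a set limit after plate pattern correction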;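 note: plate controls were neutral control wells without compound for no effect and CRF at EC100 for full effect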
CRFR2-BP antag: antagonists of CRF-BP/CRF-R2 complex, primary screen, cell-based, HEK293, calcium dye fluorescence, uHTS; AID 588475, 2011; inhibition, % at 11.8 µM; actives 0.59% (n = 350,000); CRF-induced calcium fluorescence;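 active = inhibition of the ligand-induced calcium signal above about 50% at the single tested concentration, limit read from the data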
CHRM5 antagonist: human M5 muscarinic receptor antagonists, primary screen, CHO cells, Fluo-8 calcium fluorescence | Muscarinic acetylcholine receptor M5 (Homo sapiens), P08912 | CHO-hM5 cells, ACh EC80 | inhibition, % at 3 µM | actives 0.59% (n = 360,000) | AID 624040, 2012;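 active = inhibition above a per-plate cutoff, the mean of that plate's test compounds plus 3 SD, cut at about 27% in these data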;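 note: 0% = acetylcholine EC80 with DMSO and 100% = DMSO without agonist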
Target sequence (P08912 whole entry, looked up): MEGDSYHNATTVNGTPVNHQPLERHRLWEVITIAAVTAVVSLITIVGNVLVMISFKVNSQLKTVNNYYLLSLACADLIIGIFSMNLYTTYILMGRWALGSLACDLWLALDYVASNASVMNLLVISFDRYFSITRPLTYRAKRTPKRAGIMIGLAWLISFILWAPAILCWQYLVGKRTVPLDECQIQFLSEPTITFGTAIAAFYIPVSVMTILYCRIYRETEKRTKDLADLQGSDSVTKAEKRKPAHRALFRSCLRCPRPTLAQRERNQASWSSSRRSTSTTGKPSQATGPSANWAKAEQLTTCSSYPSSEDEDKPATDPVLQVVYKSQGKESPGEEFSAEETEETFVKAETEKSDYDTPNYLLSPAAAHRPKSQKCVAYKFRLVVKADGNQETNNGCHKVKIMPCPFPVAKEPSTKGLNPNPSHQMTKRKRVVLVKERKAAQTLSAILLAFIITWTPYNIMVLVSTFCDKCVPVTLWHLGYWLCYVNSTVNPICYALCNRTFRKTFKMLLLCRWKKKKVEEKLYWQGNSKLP
CHRM4 agonist: human M4 muscarinic receptor agonists, primary screen, CHO-K1 cells, Fluo-8 calcium fluorescence; Muscarinic acetylcholine receptor M4 (Homo sapiens), P08173; CHO-K1 hM4/Gqi5; vehicle 0%, full acetylcholine response 100%; activation, % at 3 µM; actives 0.14% (n = 360,000);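 active = activation above the run mean over all test wells plus 3 SD, cut at about 32% in these data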;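 note: peak over basal fluorescence ratio per well then scaled between controls; 0% = DMSO wells and 100% = acetylcholine at EC100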
Target sequence (P08173 whole entry, looked up): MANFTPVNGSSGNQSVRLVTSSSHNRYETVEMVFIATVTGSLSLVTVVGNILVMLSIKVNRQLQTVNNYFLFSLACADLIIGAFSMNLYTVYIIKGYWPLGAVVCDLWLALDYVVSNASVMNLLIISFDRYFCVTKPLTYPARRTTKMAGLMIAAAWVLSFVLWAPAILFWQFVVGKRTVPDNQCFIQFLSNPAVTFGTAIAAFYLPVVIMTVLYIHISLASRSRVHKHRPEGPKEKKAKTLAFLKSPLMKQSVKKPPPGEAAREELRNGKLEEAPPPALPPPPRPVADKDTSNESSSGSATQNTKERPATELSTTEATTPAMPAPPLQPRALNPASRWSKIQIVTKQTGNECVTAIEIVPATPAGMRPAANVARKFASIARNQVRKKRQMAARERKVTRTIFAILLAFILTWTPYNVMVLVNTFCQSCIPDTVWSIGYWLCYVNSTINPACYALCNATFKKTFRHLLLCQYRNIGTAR
CHRM5 PAM: human M5 muscarinic receptor positive allosteric modulators, primary screen, CHO-K1 cells, Fluo-8 calcium fluorescence; Muscarinic acetylcholine receptor M5 (Homo sapiens), P08912; CHO-K1 hM5, ACh EC20 PAM; 0% = ACh EC20, 100% = ACh EC100; activation, % at 3 µM; actives 0.3% (n = 360,000); AID 624038, 2012;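 active = activation above the run cutoff, the mean activation of all test compounds plus 3 SD, cut at about 18% in these data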
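Assay system: CHO-K1 hM5 cells / Incubation: Fluo-8 loading 80 min at 37 °C plus 30 min room temperature / Technique: Fluo-8 calcium dye fluorescence, kinetic read / Repeats: single replicate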
CHRM5 agonist: human M5 muscarinic receptor agonists, primary screen, CHO-K1 cells, Fluo-8 calcium fluorescence; activation, % at 3 µM; AID 624037, 2012; Muscarinic acetylcholine receptor M5 (Homo sapiens), P08912; actives 0.19% (n = 360,000); CHO-K1 hM5 cells; 0% DMSO wells, 100% maximal acetylcholine response;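 active = activation above the run's mean over test compounds plus 3 SD, cut at about 23% in these data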;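 note: signal is peak over basal fluorescence ratio across the kinetic read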
CHRM4 PAM: human M4 muscarinic receptor positive allosteric modulators, primary screen, CHO-K1 cells, Fluo-8 calcium fluorescence; AID 624126, 2012; CHO-K1 hM4/Gqi5, ACh EC20; 0% = ACh EC20, 100% = maximal ACh; actives 0.4% (n = 360,000); activation, % at 3 µM; Muscarinic acetylcholine receptor M4 (Homo sapiens), P08173;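 active = activation above its plate's cutoff, the mean activation of sample wells plus 3 SD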; note: some results filed as inactive read as strong as hits
M1 PAM: human M1 muscarinic receptor positive allosteric modulators, primary screen, CHO-K1 cells, Fluo-8 calcium fluorescence, 1536-well; CHO-K1 hM1, ACh EC20; 0% = ACh EC20, 100% = maximal ACh; activation, % at 3 µM; actives 0.088% (n = 360,000); AID 588819, 2011; in the data active = activation above about 19%, passing the limit was not always enough
CHRM4 antagonist: human M4 muscarinic receptor antagonists, primary screen, CHO cells, Fluo-8 calcium fluorescence | actives 0.73% (n = 360,000) | AID 624125, 2012 | CHO-hM4 cells, ACh EC80 | inhibition, % at 3 µM;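 active = inhibition above its plate's cutoff, the mean inhibition of sample wells plus 3 SD, cut at about 27% in these data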;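 note: 0% = acetylcholine EC80 with DMSO and 100% = DMSO without agonist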
An asterisk follows results filed as active; / = not tested or not shown.

SMILES	CRFR2-BP ag	CRFR2-BP antag	CHRM5 antagonist	CHRM4 agonist	CHRM5 PAM	CHRM5 agonist	CHRM4 PAM	M1 PAM	CHRM4 antagonist
C/C(=N\NC(=O)C1CCCC1)c1ccc(Cl)cc1	-0.5	-12	5	0	2	-6	-1	5	2
CC(C)c1cc(C(F)(F)F)n2nc(C(=O)Nc3ccc4c(c3)OCO4)cc2n1	-2.5	21	-7	1	14	-7	6	6	-15
CCN(CC)CCCNC(=O)CSc1nc(-c2ccc(F)cc2)cc(C(F)(F)F)n1	-0.4	-12	2	0	4	-12	0	4	6
COc1cccc(OCc2nnc(SCC(=O)N3c4ccccc4Sc4ccc(Cl)cc43)o2)c1	-0.3	9	7	0	-3	-1	-6	3	13
COCC(=O)Nc1ccc2c(c1)[C@@H]1C[C@H](CC(=O)NCc3ccccc3)O[C@@H](CO)[C@@H]1O2	-0.1	-9	10	1	-2	1	3	7	2
COCCNC(=O)c1ccccc1N(Cc1ccccc1)S(=O)(=O)c1ccc(C)cc1	-1.3	19	-7	2	0	-3	-1	14	-6
COc1cccc(N2CCN(C(=O)C3CCCN(c4ncnc5c4nc4n5CCCCC4)C3)CC2)c1 (configuration not stated)	-0.9	-1	6	16	-5	2	-8	-7	11
C/C=C/c1ccc(OCC(=O)OCC2=C(C(=O)OCC)C(C)NC(=O)N2)c(OC)c1 (configuration not stated)	0.2	-1	-6	9	-6	2	7	11	-3
C=C[C@@H](C)N(Cc1ccc(OC)cc1)S(=O)(=O)N(Cc1ccccc1)[C@H](C=C)C(C)C	-0.1	10	1	0	4	2	-2	2	-7
COc1ccc(Cl)cc1S(=O)(=O)NCc1cccs1	-0.8	-7	2	3	-4	-3	17	9	-7
O=C(NCc1ccccc1)Nc1cccc2ccccc12	2.3	13	1	1	4	-10	1	6	1
CCOC(=O)c1cc(OC(C)=O)c2ccc(OC)c(OC)c2c1	1.6	23	0	0	-3	-3	2	3	-18
S=C(NCc1ccco1)Nc1cc(-c2ccccc2)[nH]n1	0.5	-14	6	2	1	0	-2	3	1
Cc1sc2nc(SCC(=O)NCc3ccco3)n(-c3ccccc3)c(=O)c2c1C	-1.5	-1	-1	1	1	1	2	-10	19
Cc1ccc2nc(SCc3nc4ccccc4c(=O)[nH]3)[nH]c2c1	-0.6	-30	11	4	-12	-2	-12	4	3
CCC1Sc2ccc(S(=O)(=O)CCC(=O)Nc3ccccc3Cl)cc2NC1=O (configuration not stated)	-1.6	-22	-9	7	2	-1	-2	15	-3
NC(=O)c1ccsc1NC(=O)c1ccc(S(=O)(=O)N2CCCC2)cc1	-0.4	9	2	13	-10	5	1	0	-13
c1ccc(CSCc2cn3ccsc3n2)cc1	1.2	6	2	0	-1	0	-1	12	7
Cc1ccc(C(=O)NNC(=O)c2ccc(-n3cncn3)c([N+](=O)[O-])c2)cc1	-0.2	-3	7	1	0	-3	0	16	-4
COC(=O)c1sc2ncccc2c1OCc1ccccc1Cl	-1.8	-6	-2	-3	-2	-2	0	2	-2
CCCCN(CCCC)Cc1cc(=O)oc2ccc3ccccc3c12	/	/	5	0	-1	0	3	-3	-12
O=C(C1CC1)N1CCN(c2ccc(F)cc2)CC1	0.0	1	1	1	-1	2	-3	3	-2
CC(=O)Nc1ccc(S(=O)(=O)NC2(C(F)(F)F)N=C(c3ccccc3)NC2=O)cc1 (configuration not stated)	-1.7	8	-6	0	6	3	10	12	-8
COC(=O)C1CCN(CC(=O)Nc2ccc(OC)c(Cl)c2)CC1	-0.2	0	-4	2	-5	-8	9	4	4
CNC(=O)C(=O)NCCc1ccc(Cl)cc1	-0.2	-11	9	1	4	-2	17	21*	-11
SMILES	CRFR2-BP ag	CRFR2-BP antag	CHRM5 antagonist	CHRM4 agonist	CHRM5 PAM	CHRM5 agonist	CHRM4 PAM	M1 PAM	CHRM4 antagonist
Clc1ccc(Br)cc1-c1nc(-c2ccncc2)no1	0.4	5	3	0	-5	-2	2	2	2
CC(C)N1CCc2c(sc(NC(=O)c3ccc(S(=O)(=O)N4CCOCC4)cc3)c2C(N)=O)C1	-2.1	8	7	1	-6	2	-5	-1	1
O=C(Cn1cnc2c(nnn2-c2ccccc2)c1=O)N1CCOCC1	0.0	11	-1	0	-6	1	2	13	-10
CC(C)NC(=S)Nc1cccc2cnccc12	-1.0	3	2	1	-2	2	3	4	-4
Cc1ccccc1C(=O)NC1CCN(CC(=O)Nc2ccccc2)CC1	0.3	7	2	2	3	3	4	9	5
Cc1ccc2c(CN3CCN(S(=O)(=O)c4ccc5c(c4)OCCO5)CC3)cc(=O)oc2c1C	-1.1	5	2	1	-10	-6	11	-1	7
CC(C)CC1C(=O)N(Cc2cn(CCC3OCCCO3)nn2)CCS(=O)(=O)N1Cc1ccc(-c2ccc(Cl)nc2)cc1 (configuration not stated)	0.3	6	11	18	-7	3	-7	-5	-5
O=C(Nc1ccc(F)cc1)c1cccnc1	-0.9	6	-10	0	3	1	2	10	-10
Cc1nn(C)c(Oc2ccccc2)c1CCNS(=O)(=O)c1ccc(F)cc1	-0.1	-3	5	8	-15	8	-7	4	-3
COc1ccc2[nH]c(=O)c(CN(C(=O)COc3ccccc3)C(C)C)cc2c1	0.1	-23	-11	1	-2	-5	4	4	-5
COc1cccc(NC(=O)C2CCC2)c1	0.9	-7	2	3	13	1	9	7	0
CC1CN(S(=O)(=O)c2cccc(C(=O)OC/C(O)=C(\C#N)c3nc4ccccc4[nH]3)c2)CC(C)O1 (configuration not stated)	0.8	-19	5	1	-2	-1	-1	6	-1
O=C(Nc1ccccc1)N1CCN(CCc2ccccc2)CC1	-1.8	-17	-8	3	11	-5	12	9	-10
COc1ccc(CNC(=O)CC2C[C@H](C(=O)N3CCOCC3)[C@@]3(CCC4CCCC4)c4[nH]c5ccccc5c4CCN3C2=O)cc1OC (some centres not stated)	2.9	-17	17	-1	-6	1	-3	6	11
CCSc1cc(N2CC(C)OC(C)C2)nc(-c2ccccc2Cl)n1 (configuration not stated)	-1.1	3	0	-2	-1	-2	-13	-9	-3
COc1ccccc1C(=O)NCC1CCN(c2ccc(S(=O)(=O)N3CCOCC3)cc2)CC1	-2.8	14	-7	23	-9	2	-20	-14	25
COc1ccc(-c2csc(N3CCN(S(=O)(=O)c4ccc5c(c4)NC(=O)CO5)CC3)n2)cc1	-1.2	-2	5	3	1	-3	2	3	3
COC(=O)C1(CCSC)NC(c2ccccc2F)C2C(=O)N(c3ccc4c(c3)OCCO4)C(=O)C21 (configuration not stated)	0.0	-9	14	9	-11	5	-4	4	-3
Cn1c(=O)c2cc(NC(=O)CCc3cccnc3)ccc2n1Cc1cccc(C(F)(F)F)c1	/	/	2	10	-5	1	-3	-4	-3
Cc1cc(=O)oc2cc(OCC(=O)OCC(=O)Nc3c(C)n(C)n(-c4ccccc4)c3=O)ccc12	-0.9	-22	15	17	-16	1	4	-10	-1
COC(=O)c1cccc(C(=O)N2CCC(CCC(=O)NCc3ccc(F)cc3)CC2)c1	-0.7	1	6	2	-1	-2	1	1	4
CCOc1ccc(-c2ccc(/C=C3/C(=N)N4C(C)=CSC4=NC3=O)o2)c([N+](=O)[O-])c1	2.3	-18	3	12	-7	2	-7	0	-6
Nc1ccc2nc(CN3CCOCC3)[nH]c2c1	1.0	15	2	0	4	1	-1	5	-1
C=CCc1ccc(OCCOCCOc2cccc3ccc(C)nc23)c(OC)c1	-3.3	-6	0	19	-8	10	-5	-10	2
Cc1cccc(-n2c(SCC(=O)Nc3nonc3C)nnc2-c2ccoc2C)c1	-4.3	24	5	3	1	-1	-2	6	-2
SMILES	CRFR2-BP ag	CRFR2-BP antag	CHRM5 antagonist	CHRM4 agonist	CHRM5 PAM	CHRM5 agonist	CHRM4 PAM	M1 PAM	CHRM4 antagonist
CSCCC(NC(=O)COc1ccccc1)C(=O)OCCOc1ccc(F)cc1 (configuration not stated)	-1.3	15	1	8	-5	-1	-7	3	3
Cc1ccccc1-n1ncc2c1CC(C)(C)CC2NC(=O)c1ccncc1 (configuration not stated)	-0.4	-23	2	0	4	-2	3	7	1
Cc1ccc(CNC(=O)c2ccc3c(=O)[nH]c4c(C(=O)NCC5CCCO5)sc(=S)n4c3c2)cc1 (configuration not stated)	-0.6	2	2	2	2	3	8	1	1
CCCCNC(=O)C(NC(=O)c1ccc(-c2ccccc2)cc1)C(=O)c1ccccc1 (configuration not stated)	/	/	1	2	2	0	3	/	-6
C[C@H]1CCC(=O)N([C@H](CN=[N+]=[N-])Cc2ccccc2)CC1	-3.0	7	4	0	5	2	1	-7	16
Cc1cccc(-n2ncc3c(NCCc4ccc(S(N)(=O)=O)cc4)ncnc32)c1	0.7	3	2	4	-6	2	-4	1	-3
CC(=O)Nc1ccc(N)cc1	-1.2	17	4	2	0	1	8	6	-9
CCOc1ccc(-c2nnn(CC(=O)Nc3cccc(OC)c3)n2)cc1OCC	1.5	-4	16	4	-8	3	11	0	3
CCOc1cc2[nH]c(=S)n(CCC(=O)NCc3ccc(OC)cc3)c(=O)c2cc1OCC	0.6	6	4	0	0	-3	9	11	3
CC(=O)Nc1cccc(NC(=O)CSc2nnc3ccc(-c4ccncc4)nn23)c1	1.2	4	4	0	0	-7	2	-1	-2
COc1cc(C(=O)Nc2nc(C)cc(C)n2)cc(OC)c1OC	-0.9	-6	11	1	-3	-3	-4	2	0
CSCC[C@H](NC(=O)[C@@H]1Cc2ccccc2CN1)C(=O)NC1CCCCC1	-0.1	-4	-8	1	5	0	3	3	-10
O=C(CSc1ccccc1C(=O)O)c1ccc(Cl)cc1	-2.1	-3	3	0	4	-3	-2	6	-2
COC(=O)C1CSC(C(=O)OC)N1C(=O)Nc1ccc(Cl)c(Cl)c1 (configuration not stated)	0.0	7	10	2	-2	-1	6	5	3
CCOc1ccc(/C=N/Nc2ccc(C(F)(F)F)cc2[N+](=O)[O-])cc1O	2.0	-40	5	-1	-5	-1	-6	-1	3
N#C/C(=C/c1ccc(-c2ccc(Br)cc2)o1)C(=O)NC1CCCCC1	14	-87	-9	-1	2	-2	-4	2	-14
C(=N\Nc1nc(N2CCCC2)nc(N2CCCC2)n1)/c1ccccc1OCc1ccccc1	0.3	27	-14	1	-1	-3	9	4	-10

Compound activity: PubChem, several laboratories
